Source: PubChem (several laboratories)
HSP90 inh: HSP90 inhibitors, primary screen, cell lysate, luminescence; Rabbit reticulocyte lysate, luciferase refolding luminescence, 3 h; inhibition, % at 5.6 µM; 290,000 tested, 0.91% active; AID 1789, 2009;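 active = inhibition above the screen-wide mean plus 3 SD, computed separately per campaign, cut at about 16% in these data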;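 note: 0% = DMSO wells and 100% = 60 µM geldanamycin wells; inhibitors lower the luminescence because luciferase stays unfolded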
AI-2 QS modul: Vibrio harveyi AI-2 quorum sensing modulators, primary screen, JMH597 strain, luminescence/OD600 ratio; activity change, % at 7.5 µM; Vibrio harveyi JMH597 AI-2 luminescence/OD600 ratio, 9 h; active compounds read low; strain lacks LuxN and CqsS sensors; 0 = neutral-control median; 300,000 tested, 0.4% active; in the data active = activity change below about -75%, passing the limit was not always enough; inconclusive = no clear call, values can overlap the other calls;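 note: luminescence divided by OD600 gain over 9 h not by final OD600 alone; inactives centre near 13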
SKKanGAS inh: S. pyogenes SKKanGAS growth inhibitors in kanamycin, primary screen, streptokinase expression inhibitor project, SKKanGAS strain, BacTiter-Glo luminescence; 300,000 tested, 1.3% active; 6 h; inhibition, % at 7.5 µM;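 active = mean replicate score, as percent of positive control median, at least 50; inconclusive = mean below 50 but one replicate at or above 50; inactive = mean and every replicate below 50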;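 note: strain carries kanamycin resistance gene driven by streptokinase promoter and grows in 40 µg/ml kanamycin; loss of luminescence reflects streptokinase promoter inhibition or plain growth inhibition; 0% = median of DMSO wells and 100% = positive control at its reference dose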
Platelet DG rel: inhibitors of platelet dense granule secretion, primary screen, cell-based, MLPCN, human platelets | inhibition, %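 (compounds screened at 7.5 µM in platelet-rich plasma)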 | 300,000 tested, 0.22% active | AID 1663, 2009 | human platelet-rich plasma, SFLLRN dense granule ATP release, luminescence;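 active = mean replicate score, as percent of positive control, at or above 50; inconclusive = mean below 50 but at least one replicate at or above 50; inactive = mean and every replicate below 50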
aSyn 5UTR inh: MLPCN primary screen, SNCA 5' untranslated region. alpha-synuclein 5'UTR reporter, inhibitor activity. inhibition, % (tested at 7.5 µM). 300,000 tested, 0.82% active. AID 1813, 2009; in the data active = inhibition above about 60%; inconclusive = no clear call, values can overlap the other calls;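 note: H4 neuroglioblastoma cells stably carrying SNCA 5'UTR luciferase fusion; 0% = DMSO wells and 100% = positive control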
KLF5 inhibitor: KLF5 expression inhibitors, primary screen, DLD-1 cells, luminescence. DLD-1 KLF5 promoter-luciferase reporter. inhibition, % at 5 µM. 290,000 tested, 0.23% active. AID 1700, 2009;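 active = inhibition above a per-plate limit of that plate's mean compound inhibition plus 3 SD, cut at about 60% in these data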;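 note: 0% = DMSO wells and 100% = LY294002 at 200 µM; higher means less KLF5 promoter-driven luciferase light; inactives centre near -14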
HIF activator: HIF pathway transcriptional activators, primary screen, cell-based, U2OS HRE-luciferase, luminescence. activation, % at 7.5 µM (by protocol). AID 1910, 2009. 300,000 tested, 0.32% active. U2OS HRE-luciferase reporter; normalized: DMSO 0%, desferrioxamine 100%;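 active = mean activation of at least 10% of the iron chelator positive control signal, with at least half of replicates also reaching 10%; inconclusive = mean and replicate majority disagree about reaching 10%; inactive = mean and most replicates under 10%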
HSF1 inhib: HSF1 inhibitors in luciferase reporter cells, primary screen, cell-based, NIH3T3, luminescence. NIH3T3-HGL HSE-luciferase, MG132-induced, luminescence 8 h; active compounds read low. activity change, negative = inhibition, % at 7.5 µM (by protocol). 300,000 tested, 0.77% active. AID 2098, 2009;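 active = more than half of replicate wells show activity change below -50%, luminescence cut by over half; inconclusive = some wells, but at most half, below -50%; inactive = no replicate well below -50%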;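 note: luciferase reports HSF-1 transcriptional activity via heat shock element; 0% = median of DMSO wells and -100% = zero luminescence signal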
HSF-1 act: HSF-1 activators, primary screen, NIH3T3-HGL cells, MG132 stress, luminescence, single point; NIH3T3-HGL HSF-1 luciferase reporter, 8 h; 100% = twice DMSO control signal; activation, % at 9 µM; 300,000 tested, 1.7% active; AID 504408, 2011;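 active = mean replicate activation of at least 50% with a set share of replicates each reaching 50%; inconclusive = only one of those two conditions met; inactive = mean below 50% and too few replicates reaching it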;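 note: 0% = median of the neutral control wells and 100% = twice that signal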
IEC-6 cytotox: cytotoxicity in IEC-6 intestinal epithelial cells, primary screen, cytotoxicity control for KLF5 inhibitor project, cell-based, luminescence; IEC-6 cytotoxicity, luminescence viability; inhibition, % at 5 µM; 290,000 tested, 0.78% active; AID 1825, 2009; in the data active = inhibition above about 22%;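 note: 0% = plate median of test compound wells and 100% = cytotoxic reference compound wells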
Numbers without * were called inactive; ? = inconclusive; nt = no result given; & = joins results of further samples.

SMILES	HSP90 inh	AI-2 QS modul	SKKanGAS inh	Platelet DG rel	aSyn 5UTR inh	KLF5 inhibitor	HIF activator	HSF1 inhib	HSF-1 act	IEC-6 cytotox
CN(C)c1cccc(C(=O)N/N=C/c2ccccc2F)c1	36*	5	nt	nt	nt	-31	nt	nt	nt	1
COc1ccc(CCNC(=O)CSCc2ccc([N+](=O)[O-])cc2)cc1OC	1	24	-9	-1	14	-14	-0.1	4	3	-4
N#Cc1ccsc1NC(=O)CSc1nnnn1-c1ccc(O)cc1	4	11	8	2	-54	-42	0.4	3	26	-5
O=C(COc1ccc(S(=O)(=O)N2CCOCC2)cc1Cl)N1CCOCC1	-4	47	-3	12	14	-7	0.0	0	0	0
O=C(O)c1nc(-c2ccccc2)n(-c2ccccc2)n1	0	10	5	-2	11	-8	-0.3	-7	-8	-6
CCS(=O)(=O)N1CCN(c2ccc(C(=O)NC34CC5CC(CC(C5)C3)C4)cc2[N+](=O)[O-])CC1	-1	7	0	-24	42	-1	-1.0	-2	4	0
O=S1(=O)N=C(Nc2ccc(O)cc2)c2ccccc21	0	24	1	-2	1	-12	-0.2	-4	-9	2
COc1ccc(-c2cc(C(F)F)n3ncc(C(=O)N4CCCc5ccccc54)c3n2)cc1	-1	24	-8	-4	16	4	0.3	-2	7	-4
NC(=O)CSc1nnc(-c2ccc(S(=O)(=O)N3CCCC3)cc2)n1CC1CCCO1 (configuration not stated)	0	13	3	5	21	-56	0.4	-8	-10	-1
FC(F)Sc1ccc(-n2c(-c3ccc(Cl)cc3)c[n+]3c2CCC3)cc1	-1	18	-13	12	-4	0	-0.3	0	-6	1
Cc1ccc(C)c(-n2nnnc2Sc2nnnn2-c2ccccc2)c1	4	33	7	-7	-10	-1	?	43	31	12
Cc1ncc([N+](=O)[O-])n1CC(C)O (configuration not stated)	-4&0	9	-2	-2	20	-23&-14	-0.3	1	-7	-6&3
COc1ccccc1N1CCN(C(=O)c2cc3c(=O)n(C)c4ccccc4c3n2C)CC1	1	12	4	0	4	0	0.4	4	0	15
N#Cc1cccnc1N1CCN(C(=O)COCC(=O)O)CC1	-8	9	12	-4	-11	-19	0.1	0	-5	-8
O=S(=O)(c1ccc(Br)s1)N1CCN(Cc2ccc3c(c2)OCO3)CC1	1	16	-5	7	17	-16	-0.3	-9	0	4
CC1=C(C(=O)OCCNC(=O)c2ccccc2O)C(c2ccccc2[N+](=O)[O-])C(C(=O)OCC2CCCO2)=C(C)N1 (configuration not stated)	0	6	7	-16	43	-30	-0.6	12	14	0
CCOc1ccc(C(=S)N2CCCC2)c(OCC)c1	5	-9	-2	-11	-17	-19	0.4	-3	-2	5
CCOc1ccc(OCC)c(NC(=O)C2CCN(S(=O)(=O)c3cccc4nonc34)CC2)c1	-5	17	12	4	35	-7	-0.2	-6	0	-1
Cc1ccc(S(=O)(=O)NNC(=O)c2cc(C)cs2)cc1	-2	10	-5	-8	6	-13	0.1	-2	4	-1
Cn1c(CN2CCOCC2)nc2cc(NC(=O)c3ccc(Cl)cc3)ccc21	1	4	8	-3	-163	-21	3.3	32	70*	2
Cc1ccc(S(=O)(=O)N(C)C)cc1NC(=S)Nc1cccc2ccccc12	7	4	5	11	19	-9	1.3	-9	-30	62*
Cc1cc2c(cc(C(=O)NCc3cccnc3)n2Cc2ccc(Cl)cc2)o1	2	22	4	9	-2	-14	-0.3	6	12	-2
Cc1cc(=O)[nH]c(S/C=C/c2ccccc2)n1	5	40	5	-1	-78	-58	0.7	18	14	1
CCOC(=O)N1CCC(=NNC(=O)c2ccc(O)cc2)CC1	-1	45	-2	-1	-37	-33	1.3	3	7	10
Cc1cc(C)cc(-c2nnc(SCC(=O)c3ccc4c(c3)OCCO4)o2)c1	2	16	3	-5	1	-15	-0.3	-7	-15	-5
CCOC(=O)C1=NNC2C(=O)N(C3CCCCC3)C(=O)C12 (configuration not stated)	-5	22	-1	-10	-13	-8	-17	1	2	0
O=C1CC2(CCN(C(=O)C(=O)c3c[nH]c4ccccc34)CC2)Oc2ccccc21	-4	16	10	-3	13	-13	-0.6	-12	-8	-4
CC(=O)Oc1ccccc1C1=NN(C(C)=O)C(c2ccccc2)C1 (configuration not stated)	-1	9	-6	-4	-37	3	0.0	9	35	-5
Fc1ccc(COc2cccc(CNCc3ccncc3)c2)cc1	0	13	4	12	1	14	-0.5	2	30	-3
Cc1cc2c(c(=O)n1Cc1cccnc1)C(c1ccc(F)cc1)C(C#N)=C(N)O2 (configuration not stated)	-3	19	0	-24	22	-5	0.0	-6	-1	1
O=C(CCn1c(=O)oc2ccccc21)N1CCOCC1	5	8	-6	0	-6	-24	-0.1	-8	-2	0
CC1CCCN(S(=O)(=O)c2ccc(C(=O)Nc3nnc(-c4ccncc4)o3)cc2)C1 (configuration not stated)	1	61	20	-2	-14	-4	-0.1	1	-4	-1
CC1(C)CC(NC(=O)C2CCCCC2C(=O)O)CC(C)(C)N1 (configuration not stated)	nt	23	6	-2	2	nt	0.4	-36	-52	nt
Cc1ccc(C(=O)N/C(=C/c2cccs2)C(=O)N2CCCCC2)cc1	1	12	-7	3	-2	-8	0.0	-2	-1	3
Cc1cccc(OCc2nnc(N)s2)c1C	0	3	-7	-37	-7	-6	0.1	-7	3	-1
Cc1sc2ncnc(N3CCC(C(=O)Nc4nc(-c5ccc(F)cc5)cs4)CC3)c2c1C	nt	7	-8	4	35	nt	-0.1	-3	3	nt
Cc1cc(N2CCN(c3ccccc3)CC2)nc(N)n1	-1	23	11	6	13	-32	0.3	6	3	-9
CCCn1cc(CN2CCC(Oc3ccc(C(=O)N4CCCC4)cc3)CC2)c(C)n1	3	11	-4	-6	-8	3	-0.2	3	0	0
COc1ccccc1C(=O)NNC(=O)C(=O)NC(C)C	-2	17	-4	2	-14	-6	-0.1	2	5	-2
COc1cccc(/C=C/C(=O)Nc2cccc(C(C)=O)c2)c1OC	-4	12	-10	7	-126	-67	3.8	13	10	5
CCOC(=O)c1c(O)c2ccccc2n(CC)c1=O	-2	27	-7	-4	-8	-29	0.1	3	7	-1
COc1cc(/C=C/C(=O)O)cc(S(=O)(=O)Nc2ccc3[nH]c(=O)[nH]c3c2)c1OC	1	47	6	1	-4	6	-0.3	-4	-4	-4
CCCCCCC(=O)NNC(=O)c1c(O)c2ccccc2n(CCC)c1=O	-3	12	92*	1	-2	4	-1.1	-4	-9	-14
CCOC(=O)c1c(C)[nH]c(C(=O)OCC(=O)Nc2cc(C)c(Cl)cc2OC)c1C	3	11	8	2	0	6	-0.7	-5	-5	2
CCOC(=O)C1CCN(c2c(NCc3ccc(C(=O)NC(C)CC)cc3)c(=O)c2=O)CC1 (configuration not stated)	-2	10	-8	4	1	-10	-0.2	3	-14	0
CC(/C=N/NC(=O)c1cc(-c2cccnc2)nc2c1c(C)nn2-c1ccccc1)=C\c1ccccc1	3	16	20	14	-4	3	0.2	-6	5	1
COc1cc(C(=O)NCCSc2ccc(F)cc2)cc(OC)c1OC	3	11	-7	24	-8	-4	-0.6	16	66*	2
Cc1ccc(NN=Nc2nc3c([nH]2)c(=O)n(C)c(=O)n3C)cc1	2	68	0	1	-43	7	-0.1	-6	-10	5
CCN(CC)S(=O)(=O)c1ccc(Cl)c(C(=O)NC)c1	3	47	5	1	1	-13	-1.2	-3	-6	-4
COc1ccc(C(=O)NCc2ccccn2)cc1	-2	8	1	8	-22	2	0.6	-6	-5	2
(continued)
SMILES	HSP90 inh	AI-2 QS modul	SKKanGAS inh	Platelet DG rel	aSyn 5UTR inh	KLF5 inhibitor	HIF activator	HSF1 inhib	HSF-1 act	IEC-6 cytotox
COc1ccc(CN2CCN(CCCc3ccccc3)C(CCO)C2)cc1OC (configuration not stated)	1	-51	1	3	0	-7	-0.9	-11	-12	2
Nn1cnnc1N/N=C/c1cc([N+](=O)[O-])c(Cl)cc1Cl	0	11	7	-11	-38	-6	0.0	44	56*	-7
CCC(C)Nc1nc(Cl)nc(NCCOc2ccccc2)n1 (configuration not stated)	-1	7	-4	0	-2	-8	-0.9	12	28	6
NC(=O)NC(=O)C(Nc1ccc2c(c1)CCC2)c1ccccc1 (configuration not stated)	0	19	0	-17	-21	-30	0.4	-10	8	-3
Nc1nccnc1C(=O)OCC(=O)NNC(=O)c1ccccc1	-3	10	22	4	-3	-23	1.1	-7	3	3
Cc1cc(C)c(NC(=O)CN)c(C)c1	2	-9	-14	-6	3	-8	-0.4	-11	3	4
CCN(CC)CCSc1nnc(Nc2ccccc2)n1-c1ccccc1	-6	-8	0	-2	-15	-29	0.2	-1	1	-5
CCCCCNC(=O)c1ccc(NS(=O)(=O)c2ccc3[nH]c(=O)[nH]c3c2)cc1	-4	37	-18	-3	-1	-45	0.0	-3	2	2
CCN(CC)CCN(C(=O)/C=C/c1cccs1)c1nc2ccc(F)cc2s1	-1	7	-7	-11	-56	-25	2.1	16	35	0
CCOC(=O)Cn1nc(C)c(NC(=O)COc2ccc([N+](=O)[O-])c(C)c2)c1C	-2	17	-3	4	-1	-5	-0.8	-1	15	5
CCc1nc(N2CCCC2)c(C#N)c2c1CCCC2	-1	3	10	5	16	-2	1.1	-8	-1	1
O=C(NCC1OCCc2ccccc21)c1ccc(NC(=O)c2ccc(Cl)cc2)cc1 (configuration not stated)	-2	7	15	11	79*	-4	-2.3	-17	-37	-2
COc1ccc(C)cc1Nc1nc(-c2c(C)[nH]c3ccccc23)cs1	-2	23	0	11	-11	-12	-0.1	nt	nt	0
CCOC(=O)C(C)n1cnc2c(nnn2Cc2ccc(C)cc2)c1=O (configuration not stated)	3	0	-3	6	26	-28	-0.5	3	6	2
CCC(C)(C)C(=O)Nc1cc([N+](=O)[O-])ccc1F	-2	9	1	3	13	-14	-0.4	3	8	-1
O=C(Nc1cccnc1)c1ccco1	-2	15	4	2	-13	-8	0.0	-12	-26	-4
Cc1ccc(N=C2NC(=O)/C(=C/c3cccnc3)S2)cc1C	-3	14	6	4	-21	4	0.2	0	16	6
Cc1ccc(NS(=O)(=O)c2ccc(Cl)s2)nc1	0	9	-3	-2	14	-26	-0.2	0	5	6
Cc1cccc(C)c1NC(=O)Cn1c(=O)n(CCCC(=O)NC2CCN(Cc3ccccc3)CC2)c(=O)c2ccccc21	-1	21	-3	-4	5	-11	-0.5	-4	7	-4
O=C(NNC(=O)c1sccc1-n1cccc1)c1cccc(Cl)c1	0	12	nt	nt	nt	-9	nt	nt	nt	5
